Screening results: PubChem, several laboratories
CRFBP-R2 block = antagonists of CRF-BP/CRF-R2 complex, primary screen, cell-based, HEK293, calcium dye fluorescence, uHTS | 350,000 compounds, 0.59% hits | inhibition, % at 11.8 µM | CRF-induced calcium fluorescence;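 active = inhibition of the ligand-induced calcium signal above about 50% at the single tested concentration, limit read from the data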
CHRM5 PAM = human M5 muscarinic receptor positive allosteric modulators, primary screen, CHO-K1 cells, Fluo-8 calcium fluorescence; CHO-K1 hM5, ACh EC20 PAM; 0% = ACh EC20, 100% = ACh EC100; activation, % at 3 µM; AID 624038, 2012; Muscarinic acetylcholine receptor M5 (Homo sapiens), P08912; 360,000 compounds, 0.3% hits;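 active = activation above the run cutoff, the mean activation of all test compounds plus 3 SD, cut at about 18% in these data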
Target sequence (P08912 whole entry, looked up): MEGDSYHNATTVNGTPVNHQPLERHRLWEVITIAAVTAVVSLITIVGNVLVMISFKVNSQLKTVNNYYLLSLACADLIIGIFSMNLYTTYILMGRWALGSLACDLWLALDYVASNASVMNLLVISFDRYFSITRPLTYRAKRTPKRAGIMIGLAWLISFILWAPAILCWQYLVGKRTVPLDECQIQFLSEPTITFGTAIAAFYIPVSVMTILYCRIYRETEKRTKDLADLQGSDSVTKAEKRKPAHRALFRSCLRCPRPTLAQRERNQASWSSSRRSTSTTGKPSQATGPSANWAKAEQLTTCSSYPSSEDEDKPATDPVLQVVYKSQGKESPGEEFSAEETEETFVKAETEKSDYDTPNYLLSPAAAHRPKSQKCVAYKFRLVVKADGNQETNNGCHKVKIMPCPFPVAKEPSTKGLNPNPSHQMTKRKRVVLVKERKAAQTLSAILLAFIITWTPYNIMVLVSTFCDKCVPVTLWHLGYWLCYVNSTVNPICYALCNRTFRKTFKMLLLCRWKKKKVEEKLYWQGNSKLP
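System – CHO-K1 hM5 cells · Compound – 3 µM, single dose · Incubation – compound preincubation 140 s before EC20 acetylcholine addition · Technique – Fluo-8 calcium fluorescence · Measure – Max/basal fluorescence ratio as % of EC20–EC100 ACh window · Benchmarks – low control EC20 acetylcholine (0%), high control EC100 acetylcholine (100%) · Replication – singlicate, one well per test compound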
IDE cell inh = human IDE inhibitors in live cells, primary screen, fluorescence polarization, HEK cells, FAbetaB substrate; AID 434962, 2010; FAbetaB cleavage; inhibition, % at 5.59 µM; 320,000 compounds, 0.41% hits; Insulin-degrading enzyme (Homo sapiens), P14735;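 active = percent inhibition above the average of all tested compounds plus 3 SD, set per screening campaign, cut at about 16% in these data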;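 note: IDE supplied by intact live HEK cells; FP after avidin binding of uncleaved biotin substrate so inhibition keeps polarization high; 0% = DMSO wells and 100% = 60 µM reference IDE inhibitor Ii1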
CRFR2-BP ag = agonists of CRF-BP/CRF-R2 complex, primary screen, cell-based, HEK293, calcium dye fluorescence, uHTS. CRF-binding protein / CRF receptor 2 complex (human). calcium dye fluorescence (FLIPR); percent of saturating CRF peptide response. activation, % at 13.2 µM. 350,000 compounds, 0.46% hits. AID 588473, 2011;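 active = activation of at least 50%, plus an integration ratio under a set limit after plate pattern correction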;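 note: plate controls were neutral control wells without compound for no effect and CRF at EC100 for full effect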
CHRM5 agonist = human M5 muscarinic receptor agonists, primary screen, CHO-K1 cells, Fluo-8 calcium fluorescence; Muscarinic acetylcholine receptor M5 (Homo sapiens), P08912; CHO-K1 hM5 cells; 0% DMSO wells, 100% maximal acetylcholine response; activation, % at 3 µM; 360,000 compounds, 0.19% hits;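 active = activation above the run's mean over test compounds plus 3 SD, cut at about 23% in these data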;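 note: signal is peak over basal fluorescence ratio across the kinetic read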
M4 antag = human M4 muscarinic receptor antagonists, primary screen, CHO cells, Fluo-8 calcium fluorescence; Muscarinic acetylcholine receptor M4 (Homo sapiens), P08173; CHO-hM4 cells, ACh EC80; inhibition, % at 3 µM; 360,000 compounds, 0.73% hits; AID 624125, 2012;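 active = inhibition above its plate's cutoff, the mean inhibition of sample wells plus 3 SD, cut at about 27% in these data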;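 note: 0% = acetylcholine EC80 with DMSO and 100% = DMSO without agonist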
Target sequence (P08173 whole entry, looked up): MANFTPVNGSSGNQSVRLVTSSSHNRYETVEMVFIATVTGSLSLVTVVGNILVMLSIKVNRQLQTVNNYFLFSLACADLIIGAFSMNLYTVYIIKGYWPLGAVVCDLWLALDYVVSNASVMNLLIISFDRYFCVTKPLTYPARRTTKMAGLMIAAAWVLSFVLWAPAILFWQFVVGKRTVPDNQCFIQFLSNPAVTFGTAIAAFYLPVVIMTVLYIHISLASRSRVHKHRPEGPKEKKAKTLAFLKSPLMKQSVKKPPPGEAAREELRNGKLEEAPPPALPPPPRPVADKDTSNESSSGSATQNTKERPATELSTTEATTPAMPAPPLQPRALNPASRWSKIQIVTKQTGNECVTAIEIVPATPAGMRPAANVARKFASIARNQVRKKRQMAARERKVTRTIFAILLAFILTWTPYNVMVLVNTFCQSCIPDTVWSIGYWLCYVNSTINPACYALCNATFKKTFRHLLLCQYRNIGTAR
M5 antag = human M5 muscarinic receptor antagonists, primary screen, CHO cells, Fluo-8 calcium fluorescence; inhibition, % at 3 µM; Muscarinic acetylcholine receptor M5 (Homo sapiens), P08912; CHO-hM5 cells, ACh EC80; 360,000 compounds, 0.59% hits;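 active = inhibition above a per-plate cutoff, the mean of that plate's test compounds plus 3 SD, cut at about 27% in these data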;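 note: 0% = acetylcholine EC80 with DMSO and 100% = DMSO without agonist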
CHRM4 agonist = human M4 muscarinic receptor agonists, primary screen, CHO-K1 cells, Fluo-8 calcium fluorescence; Muscarinic acetylcholine receptor M4 (Homo sapiens), P08173; CHO-K1 hM4/Gqi5; vehicle 0%, full acetylcholine response 100%; activation, % at 3 µM; 360,000 compounds, 0.14% hits; AID 624127, 2012;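 active = activation above the run mean over all test wells plus 3 SD, cut at about 32% in these data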;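 note: peak over basal fluorescence ratio per well then scaled between controls; 0% = DMSO wells and 100% = acetylcholine at EC100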
CHRM4 PAM = human M4 muscarinic receptor positive allosteric modulators, primary screen, CHO-K1 cells, Fluo-8 calcium fluorescence; Muscarinic acetylcholine receptor M4 (Homo sapiens), P08173; 360,000 compounds, 0.4% hits; activation, % at 3 µM; CHO-K1 hM4/Gqi5, ACh EC20; 0% = ACh EC20, 100% = maximal ACh;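 active = activation above its plate's cutoff, the mean activation of sample wells plus 3 SD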; note: some results filed as inactive read as strong as hits
* hit, by the source's call; · = no result given.

CRFBP-R2 block	CHRM5 PAM	IDE cell inh	CRFR2-BP ag	compound	CHRM5 agonist	M4 antag	M5 antag	CHRM4 agonist	CHRM4 PAM
-15	-2	-3	1.5	O=C(CSc1nnc(CN2CCOCC2)n1-c1ccccc1)N1CCc2ccccc21	0	0	-6	2	0
1	-5	-3	-0.6	CC(C)(C)C(=O)CN1C(=O)NC2(CCc3ccccc32)C1=O (configuration not stated)	-4	8	11	1	-6
·	-13	·	·	COc1cc(-c2cc3nc(NC4CCCCC4)ccn3n2)cc(OC)c1OC	-1	-10	3	10	10
-7	-6	10	-0.7	COCCn1c(SCC(=O)N2CCCc3ccccc32)nc2ccccc2c1=O	-3	-20	6	3	-3
-6	-4	7	-2.3	Cc1cccc(OCC(=O)Nc2cc(NC(=O)COc3cccc(C)c3C)cc(C(=O)O)c2)c1C	1	-10	6	0	1
·	2	·	·	CCCCNC(=O)C1(C)CCCCN1C(=O)c1oc2ccccc2c1C (configuration not stated)	0	-2	3	0	4
-3	4	-1	-0.1	COc1ccnc(NCc2cccnc2)c1C#N	-1	-2	-2	0	3
·	-2	·	·	COc1ccc(NC(=O)C2Cc3c(-c4ccc5c(c4)OCO5)ccnc3O2)cc1 (configuration not stated)	-2	-1	-2	3	-1
-1	-7	7	2.9	CC(=O)c1ccc(NC(=O)C2=CC(c3ccc4c(c3)OCO4)=NS(=O)(=O)N2C)cc1	-1	-20	3	12	-1
-5	-1	-1	-1.3	Cn1c(=O)c2c(nc(CN3CCCCC3)n2Cc2c(F)cccc2Cl)n(C)c1=O	2	-8	-9	1	6
·	-6	·	·	CC1(Cc2ccccc2OC(F)(F)F)C(=O)Nc2c(Cl)ccc(Cl)c21 (configuration not stated)	-1	3	0	-2	-3
1	21*	9	-0.1	O=C(NNC(=O)c1cccs1)c1ccco1	2	2	7	1	7
10	3	4	-2.0	COc1ccc(/C=N/n2c(COc3ccccc3)n[nH]c2=S)cc1OC	-1	1	-2	2	-4
-15	-5	2	-0.7	CC12CCC(C(=O)Nc3ccc(Cl)cc3)([C@H](Br)C1=O)C2(C)C (some centres not stated)	-5	-5	10	0	2
3	1	-1	-1.1	CCCCn1c(N)c(N(Cc2ccccc2OC)C(=O)C(C)C)c(=O)[nH]c1=O	-2	-3	0	1	3
-5	3	4	1.6	Cc1ccc(-c2nnn(CCC(=O)NC3CCCC3)n2)cc1	2	2	-12	2	7
-14	1	5	0.3	Cc1cc(NC(=O)CSc2nnc3c(C)cc4ccccc4n23)no1	3	3	-2	1	1
-5	-4	0	0.2	CCN(C(=O)CN1C(=O)NC2(CCc3ccccc32)C1=O)C1CCCCC1 (configuration not stated)	-2	1	1	0	2
0	-1	-1	-0.6	CCCCc1cc(=O)oc2c(C)c(OCc3nn[nH]n3)ccc12	2	-10	0	1	14
-4	-4	-2	3.7	Cc1cccn2c(=O)nc(SCC(=O)NCc3ccc(F)cc3)nc12	0	-1	-2	1	1

Reprinted at random: two compounds from above.
CRFBP-R2 block	CHRM5 PAM	IDE cell inh	CRFR2-BP ag	compound	CHRM5 agonist	M4 antag	M5 antag	CHRM4 agonist	CHRM4 PAM
-4	-4	-2	3.7	Cc1cccn2c(=O)nc(SCC(=O)NCc3ccc(F)cc3)nc12	0	-1	-2	1	1
-15	-5	2	-0.7	CC12CCC(C(=O)Nc3ccc(Cl)cc3)([C@H](Br)C1=O)C2(C)C (some centres not stated)	-5	-5	10	0	2

Additional results follow:
CRFBP-R2 block	CHRM5 PAM	IDE cell inh	CRFR2-BP ag	compound	CHRM5 agonist	M4 antag	M5 antag	CHRM4 agonist	CHRM4 PAM
-32	-7	·	19	CCC1(c2ccc(OC)cc2)NC(=O)N(CC(=O)N2CCc3ccccc32)C1=O (configuration not stated)	39*	-2	5	19	-1
-24	-5	3	0.1	CCN1CCN(c2cc(=O)n(-c3cc(Cl)ccc3C)c(=O)[nH]2)CC1	1	10	2	1	-3
18	-3	-3	-0.5	CCCN(CCC)C(=O)Cn1c(=O)n(CCCCCC(=O)Nc2ccccc2)c(=O)c2sccc21	0	12	1	0	1
24	0	3	-1.8	Cc1ccc(C(=O)COC(=O)CCC(=O)Nc2ccccc2Cl)cc1[N+](=O)[O-]	-3	-1	-6	0	3
24	-2	6	-0.9	COc1ccc(-c2nnc(SC)o2)c(OC)c1	1	0	-1	0	5
-58	2	0	-1.1	COc1ccc(C(C(=O)NC2CCCCC2)N(C(=O)CCl)c2ccc(C)cc2)cc1 (configuration not stated)	0	0	-4	1	2
-20	-4	0	3.0	Cc1cccc(OCC(=O)NNC(=O)CCN2CCN(c3ccccc3)CC2)c1C	0	-4	21	1	7
-5	-1	·	1.2	CC(=O)c1cccc(NC(=O)CCC(=O)c2ccc(F)cc2)c1	0	-15	3	3	-1
9	-3	1	-0.7	COc1ccc(NC(=S)NC2CCCCCC2)c(OC)c1	-4	14	-2	0	-3
38	-9	-2	-0.7	O=C1OCCC1Sc1nc2cc(Cl)ccc2s1 (configuration not stated)	-3	-1	9	2	0
-8	4	3	-1.4	COCC(C)n1c(SCC(=O)Nc2nccs2)nc2ccccc2c1=O (configuration not stated)	-1	-2	4	0	12
-6	-6	-2	0.3	CN(Cc1ccc(C(C)(C)C)cc1)C(=O)C1CSC2(C)CCC(=O)N12 (configuration not stated)	6	-4	2	4	-3
-6	6	-3	-2.7	O=C(CN1C(=O)NC2(CCc3ccccc32)C1=O)c1ccc(F)c(F)c1 (configuration not stated)	-6	2	0	1	-2
-7	-3	2	-1.5	COC(=O)c1sc(NC(=O)CSc2nnnn2-c2ccc(C)cc2C)nc1C	3	-7	5	0	-2
-20	-5	-1	-0.5	O=C(c1nc2ccccn2c1CN1CCCC(OCc2ccccc2)C1)N1CCCC1 (configuration not stated)	0	4	-12	3	-3
-5	-19	·	-0.2	O=S(=O)(Oc1ccccc1-c1ccccc1)c1ccccc1	-6	8	9	5	2
13	5	3	-1.3	CCOc1ccc(C(=O)NCC(=O)OC(C)C(=O)NCc2ccco2)cc1OCC (configuration not stated)	2	3	-2	0	1
-4	-14	0	-1.4	Nc1nonc1-n1nnc(C(=O)N/N=C/c2cccnc2)c1CSc1ccccc1	2	-9	9	22	-8
-2	0	5	-0.6	Cc1ccc(S(=O)(=O)N2CCCCC2)cc1NC(=O)c1cccs1	1	0	3	2	14
9	-1	4	-0.9	CC1COC(C)(CC(=O)NN2C(=O)c3ccccc3C2=O)O1 (configuration not stated)	-1	3	2	1	13
·	1	·	·	Cc1cccc(S(=O)(=O)NC(=O)C2(C)CCN2C(=O)Cc2ccsc2)c1 (configuration not stated)	2	0	0	1	-1
-2	-4	-2	0.5	COc1ccc(NC(=O)CSc2nc3[nH]c(=O)cc(O)c3s2)cc1OC	2	2	1	1	0
3	1	-1	-1.8	Cc1cc(C)cc(N(CCC#N)C(=O)COC(=O)c2nc3nc(C)cc(C)n3n2)c1	1	5	4	1	4
6	2	-3	-1.9	O=C(CNCCO)Nc1ccc(F)c(Cl)c1	-4	-4	2	2	9
16	-8	19*	-1.5	COc1cc(/C=N\NC(=O)c2ccc(-c3ccccc3)cc2)cc(OC)c1O	-2	3	12	9	-8
-1	-3	-2	0.1	CCCCn1c(SCC(=O)N2CCC(C)CC2)nc2cc(S(N)(=O)=O)ccc21	-3	9	9	0	-12
6	3	4	1.8	Cc1oc(/C=N/NS(=O)(=O)c2ccccc2)cc1Br	-3	11	0	0	-3
3	-4	1	0.8	O=C(NC(=O)c1ccccc1)OCCN1C(=O)c2ccccc2C1=O	2	9	16	1	2
-9	-2	7	-0.4	CC(C)(C)c1ccccc1OCC(=O)NCc1ccccc1	-6	2	-1	-1	-6
-11	-12	3	-0.4	Nc1nc2ccccc2n1CCOc1ccccc1Cl	5	5	11	12	-7
12	-3	10	-3.1	Cn1c(=O)c2c(nc(CN3CCN(Cc4ccccc4)CC3)n2Cc2cccc(Cl)c2)n(C)c1=O	-4	1	-4	3	-3
·	-1	·	·	Cc1ccc(S(=O)(=O)N2C[C@H]3[C@H]4C(=O)N(c5ccccc5)C(=O)[C@H]4CC(=O)[C@H]3[C@@H]2c2ccccc2F)cc1	4	-3	0	4	-3
11	1	-3	1.2	CCCS(=O)(=O)c1nc(S(=O)(=O)c2ccc(C)cc2)c(NCc2ccc3c(c2)OCO3)s1	-4	-1	0	0	0
4	2	4	0.8	O=c1ccc2ccc(Oc3ccc(Cl)cc3[N+](=O)[O-])cc2o1	-4	-6	13	0	-6
-11	1	6	0.6	CC(C)(C)NC(=O)C(c1ccc(O)cc1)N(C(=O)CCC(=O)Nc1ccccn1)c1ccc(F)cc1 (configuration not stated)	-4	-4	8	2	-2
-26	4	0	2.7	COc1ccc(-c2cc(=O)oc3c(C)c(OC(C)C(=O)Nc4ccc(CN5CCOCC5)cc4)ccc23)cc1 (configuration not stated)	-2	4	-2	5	0
9	35*	3	-1.1	CCC(C)(C)n1nnnc1C(c1ccc(C)cc1)N1CCN(C(=O)c2ccco2)CC1 (configuration not stated)	-8	-26	-10	3	9
4	-4	3	1.9	Cc1c(Cl)cccc1NC(=O)CCNC(=O)N1CC(=O)Nc2ccccc21	-2	-6	5	0	5
-24	2	11	-0.5	O=C(CCCN1C(=O)/C(=C/c2ccccc2Cl)SC1=S)NNC(=O)c1ccccc1	1	-8	-4	0	-1
-15	2	6	1.3	NC(=O)N/N=C/c1ccc(-n2nncc2-c2ccc(Cl)cc2)cc1	1	3	0	2	1
2	-2	5	0.3	O=C1CCCc2nc(N3CCN(c4ccccc4)CC3)ncc21	3	6	4	4	2
15	-5	-2	-0.2	CN1C(=O)CC(N2CCC(c3nc4ccccc4[nH]3)CC2)C1=O (configuration not stated)	1	-15	2	1	6
-3	-7	2	-1.5	C=CCNC(=S)N1CCN(c2cc3c(cc2F)c(=O)c(C(=O)O)cn3CC)CC1	-1	1	11	0	1
5	-3	1	-2.3	CCNc1ccc(C(=O)N/N=C/c2c(C)nn(-c3ccccc3)c2N2CCCC2)cc1[N+](=O)[O-]	-2	1	3	1	-2
-78	12	4	-4.1	CC(=O)Nc1ccc(NC(=O)CCCc2c[nH]c3ccccc23)cc1	0	-8	9	1	6
11	3	7	-1.4	COc1ccc(S(=O)(=O)N2CCN(C(=O)c3cc(C4CC4)nn3-c3ccccc3)CC2)cc1OC	-2	-10	4	1	1
27	-2	-1	-2.1	COCCCNC(=O)Cn1nnc(-c2ccc(NC(=O)c3ccccc3OC)cc2)n1	3	-9	1	2	1
0	0	1	22	Cc1ccc(-c2noc(-c3ccccc3C(=O)N3CCOCC3)n2)cc1	2	1	5	4	4
